Screening results: PubChem, several laboratories
WT yeast gro inh: growth inhibition of WT yeast, mitochondrial fusion screen; AID 1362; mitochondrial fusion phenotypic screen, WT strain; inhibition, % at 10 µM; hit rate 2.1% among 190,000; in the data active means inhibition above about 58%; tested in S. cerevisiae
MT stabilize HCS: microtubule stabilization, imaging screen. % tubulin-high responders, % at 10 µM. HeLa tubulin immunostaining HCS, 24 h; share of cells brighter than vehicle mean+2SD. hit rate 0.83% among 200,000. AID 2205;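 active means plate Z-score above 3 for both tubulin-high and condensed-nucleus cell shares, with cell loss under 80%, at 10 µM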;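 further: anti alpha tubulin signal scored within the nucleus-defined area of each cell; some results filed as inactive read as strong as hits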
Hep lipid drop: hepatic lipid droplet formation modulation | AID 1656 | inhibition, % at 6.5 µM | hit rate 0.4% among 240,000 | AML12 mouse hepatocytes, oleate lipid droplets, BODIPY imaging;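 active means lipid droplet intensity inhibited by at least 50%, with more than 500 cells counted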
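material = mouse AML12 hepatocyte cell line, fixed after treatment | also added = 100 µM oleic acid challenge | doses = compound at 6.5 µM only | schedule = overnight exposure | technique = Image-based BODIPY and DAPI two-channel analysis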
Dynein cargo inh: blocks dynein driven cargo transport along microtubules; z-score, hits read low; hit rate 0.47% among 220,000; AID 1381; 3617.4 mouse cells, GR-EGFP nuclear translocation imaging; test concentration mostly 20 µM; stimulated with dexamethasone, 1 µM; hits give low values;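 active means plate z-score of nuclear minus cytoplasmic receptor signal below a set negative limit, without overly bright fluorescence or cell loss, cut at about -3.5 in these data, passing the limit was not always enough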;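 further: z-score of nuclear minus cytoplasmic ring GR-EGFP intensity difference per well; some compounds called inactive have numbers as strong as hits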
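Medium: Induction medium lacking tetracycline, stripped serum | Probe or stimulus: 1.0 µM final dexamethasone stimulus | Schedule: 48 h induction, then 1 h compound, then 30 min agonist, 37 °C | Signal: Automated 10x imaging of fixed Hoechst-stained cells | Evaluation: Per-cell GR-EGFP intensity, nucleus versus surrounding cytoplasmic ring, well-averaged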
Autophagy HCS: autophagy modulation, high-content screen; MEF GFP-LC3 puncta imaging; test concentration mostly 10 µM; calls only at 10 µM (by protocol); hit rate 0.98% among 190,000;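 active means percentage of spot-positive cells more than 3 SD above its plate mean, without a fluorescence outlier flag or 80% toxicity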;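 further: spot-positive cell cutoff set from DMSO-treated cells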
Yfh1-depleted yeast: enhancers of respiration in Yfh1-depleted yeast, dose response, Friedreich's ataxia, plus single-dose screen (AID 1465); S. cerevisiae Yfh1-off respiration, WST-1 reduction, 72 h; higher fold induction means a stronger effect; fold induction at 50 µM; hits with a dose series show EC50 in µM; hit rate 0.074% among 220,000;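 active means fold induction of absorbance versus untreated yeast above a set limit, then at least 30% activation at any dose in follow-up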;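 further: activators that raise dye reduction in frataxin-depleted yeast; strong numbers were not always called active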
b-catenin transl: alters nuclear translocation of beta-catenin in HeLa cells; nuclear translocation activity, % at 5 µM; hit rate 0.3% among 190,000; immunofluorescence imaging;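 active means nuclear translocation activity above 50% at 5 µM, with a well cell count of 50 or more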;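 further: per-cell ratio of nuclear to cytoplasmic median beta-catenin stain intensity; plate controls were DMSO negative control for no effect and GSK-3 inhibitor IX positive control for full effect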
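Test system: human HeLa cells, native beta-catenin. Compound dosing: 5 µM primary single dose, 0.1% DMSO, 0.02–20 µM confirmation series. Incubation: compound exposure 24 h at 37°C. Detection: beta-catenin immunostaining with DAPI counterstain, 20x imaging, 6 fields/well. Read-out basis: Nuclear/cytoplasmic beta-catenin signal ratio, % activation.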
Ins promoter up: MIN6 insulin promoter up-regulation | z-score at 5 µM | MIN6 insulin promoter-GFP reporter, high-content imaging; hits give high values | hit rate 0.3% among 190,000;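 active means z-score above 3 at 5 µM with at least 500 cells counted in the well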
HEK293 NOD2/NF-kB: NOD2 signaling inhibitors, cell-based, luminescence, uHTS, HEK293 (AID 1566); hit rate 0.63% among 290,000; one-dose inhibition, % at 4 µM; EC50 in µM for titrated hits; HEK293 NOD2/NF-kB luciferase reporter, luminescence; higher % means a stronger effect; in the data active means inhibition above about 50%; further: many of its hits are not listed in these tables
WT yeast gro inh mutant strain: recorded beside WT yeast gro inh, whose call it bears; inhibition, %; mitochondrial fusion phenotypic screen, mutant strain inhibition
Dynein cargo inh cytoplasmic EGFP: also measured in Dynein cargo inh; calls as there; z-score; measured here: cytoplasmic GR-EGFP intensity; hits give high values
Dynein cargo inh nuclear GR-EGFP: second read-out of Dynein cargo inh, no call of its own (marks repeat the call); z-score; measured here: nuclear GR-EGFP intensity;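 lower value marks the stronger effect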
Dynein cargo inh cell count: second read-out of Dynein cargo inh, no call of its own (marks repeat the call); z-score; measured here: cell count per field
Ins promoter up cell count: second read-out of Ins promoter up, no call of its own (marks repeat the call); cell count; measured here: cytotoxicity, nuclei count;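 total cells summed across four imaged fields per well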
Hep lipid drop cells 6.5 µM: second read-out of Hep lipid drop, no call of its own (marks repeat the call); cell count; measured here: cell count, cytotoxicity flag;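 cells counted across two imaged fields per well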
b-catenin transl cell count 5 µM: recorded beside b-catenin transl, whose call it bears; cell count; measured here: cell count, cytotoxicity flag
MT stabilize HCS Hoechst-high %: also measured in MT stabilize HCS; calls as there; % Hoechst-high responders; measured here: nuclear condensation Hoechst responders;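 share of cells brighter than vehicle mean plus two SD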
MT stabilize HCS cytotoxicity %: also measured in MT stabilize HCS; calls as there; toxicity, %; measured here: cytotoxicity by cell density;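 0% = mean cell density of plate MIN control wells and 100% = no cells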
Autophagy HCS cell loss 18 h: second read-out of Autophagy HCS, no call of its own (marks repeat the call); toxicity, %; measured here: cell loss, nuclei count;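 cell loss after 18 h compound exposure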
* hit, by the source's call; i = inactive; . = no result given; + = active, no number. A portion of the library; rates above refer to the full screens.

SMILES	WT yeast gro inh	WT yeast gro inh mutant strain	MT stabilize HCS	MT stabilize HCS Hoechst-high %	MT stabilize HCS cytotoxicity %	Hep lipid drop	Hep lipid drop cells 6.5 µM	Dynein cargo inh	Dynein cargo inh cytoplasmic EGFP	Dynein cargo inh nuclear GR-EGFP	Dynein cargo inh cell count	Autophagy HCS	Autophagy HCS cell loss 18 h	Yfh1-depleted yeast	b-catenin transl	b-catenin transl cell count 5 µM	Ins promoter up	Ins promoter up cell count	HEK293 NOD2/NF-kB
Cc1ccnc(NC(=O)CCCOc2ccc(Cl)cc2C)c1	15	10	5.1	1.6	5.9	0	680	1.6	-0.35	1	-0.088	i	7	i	-2.7	1202	0.92	1584	-30%
CC(C)c1ccc(NC(=O)NN2CCOCC2)cc1	19	8	2.0	2.1	6.8	10	745	-0.78	-0.31	-0.46	0.62	i	5	i	-0.1	1078	.	.	-55%
CCn1c(SCC(=O)NC(C)c2ccccc2)nc2ccccc21 (stereo not drawn)	8	15	1.7	1.5	6.5	-26	763	0.57	-0.24	0.81	0.66	i	0	i	-0.3	1172	-0.78	868	7%
O=c1oc2ccccc2n1CCc1ccccc1	8	-9	3.2	2.7	7.4	7	672	-0.88	0.12	-0.24	0.59	i	0	i	-1.4	1038	.	.	-13%
O=C(/C=C/Nc1cccc(O)c1)c1ccccc1	-3	-10	5.2	2.2	7.1	.	.	-0.28	-0.17	0.14	0.88	i	-7	i	-3.3	961	-0.39	1124	-242%
Cc1ccc(S(=O)(=O)Nc2ccc(N3CCOCC3)nc2)cc1	7	8	6.1	1.8	2.0	4	659	2.2	-0.17	1.5	-1.2	i	14	i	-1.1	992	0.14	1624	-9%
C=CCSC1=Nc2cc(OC)c(OC)cc2C2=NC(=O)CN12	-16	-7	2.0	1.8	7.4	-8	671	-1.4	-0.36	-0.73	1	i	-7	i	-3.1	1135	-2.4	1251	25%
COc1ccc(OC)c(C(C)NC(=O)c2ccc(Br)cc2)c1 (stereo not drawn)	-4	12	2.0	2.3	12	-8	638	0.29	-0.17	0.29	-0.19	i	-3	i	-1.6	1002	-0.09	1393	-131%
Cc1ccc(NC(=S)NC(NC(=O)C(C)(C)C)C(Cl)(Cl)Cl)c(C)c1 (stereo not drawn)	-14	-9	1.3	1.2	7.5	.	.	-0.73	-0.19	-0.4	0.57	i	-1	i	-0.4	1329	0.58	1525	-4%
CCOc1ccccc1NC(=O)c1c(Br)cnn1C	16	11	3.9	3.4	8.8	17	654	0.73	-0.2	0.6	-1.5	i	4	i	0.8	691	0.29	1212	25%
CN(C)Cc1nnnn1-c1cccc(-n2nnnc2CN(C)C)c1	.	.	.	.	.	0	715	0.21	-0.27	0.014	0.075	.	.	i	1.2	1342	-0.1	1396	-2%
CC(C)(C)NC(=O)NC(=O)COC(=O)c1cccc(OC(F)F)c1	3	-3	1.5	1.2	7.5	-8	732	-0.61	-0.35	-0.18	0.83	i	29	i	-0.6	986	0.02	1008	-2%
CCS(=O)(=O)N1CCC(C(=O)NCCC2=CCCCC2)CC1	10	-14	3.9	3.4	1.7	.	.	-0.29	-0.36	-0.29	0.73	i	16	i	-0.2	909	-0.46	1524	1%
COc1ccccc1C(=O)COC(=O)c1ccccc1OCC(=O)Nc1ccc(SC(F)F)cc1	-7	7	4.7	13	10	6	683	0.89	-0.11	0.6	-1.4	i	7	i	-0.7	536	-0.42	1220	-13%
Cc1cccc(NC(=O)COc2nsnc2N2CCOCC2)c1	.	.	8.0	1.9	15	.	.	0.78	-0.34	0.56	-0.32	i	14	i	3.0	1426	-0.95	1036	0%
COc1ccc(/C=C/C(=O)NC(=S)NNC(=O)c2cccnc2)cc1OC	8	-3	2.7	1.9	0.4	.	.	-0.94	-0.034	-0.87	0.25	i	15	i	.	.	.	.	-6%
CC(C)c1ccc(-c2nnn(CCC#N)n2)cc1	-8	2	3.8	2.7	3.1	8	656	1	-0.18	0.62	-0.66	i	-35	i	1.1	1531	0.07	1417	-23%
Cc1nnc(SCC2=C(C(=O)O)N3C(=O)C(NC(=O)c4cc(F)c(F)cc4Cl)C3SC2)s1 (stereo not drawn)	-1	1	3.4	2.6	10.0	6	674	0.83	-0.33	-0.034	0.19	i	-7	i	-0.1	1058	-1.2	1296	14%
O=S(=O)(c1ccc2c(c1)OCCO2)N1CCN(c2nc(-c3cccnc3)nc3ccccc23)CC1	-12	-1	4.6	3.4	4.8	2	759	-0.15	-0.33	0.45	0.47	i	1	i	-2.1	1098	-1	1511	29%
CCOC(=O)C1(Cc2ccccc2C)CCCN(Cc2cn(C)nc2C)C1 (stereo not drawn)	-4	-5	2.0	1.8	6.4	-9	674	-0.29	-0.27	-0.032	0.19	i	6	i	-0.7	1100	1.1	1420	-3%
Cc1[nH]c(=S)c(C#N)c(C)c1C(=O)Nc1ccccc1	-20	-5	2.0	1.6	3.6	9	769	-0.28	0.075	0.22	-0.016	i	-1	i	-5.8	1234	0.44	914	6%
O=C(CN1CCN(Cc2ccccc2)CC1)Nc1cccc(C(F)(F)F)c1	12	26	1.3	1.4	7.1	7	790	1.5	-0.086	1.4	-1.2	i	-4	i	-1.4	1167	0.4	892	6%
Cc1oc(S(=O)(=O)N(C)C)cc1C(=O)Nc1ccc(Cl)cc1	.	.	.	.	.	18	811	-1.2	-0.22	-0.49	0.8	.	.	i	0.1	1266	-1.1	1153	11%
N#CC1=C(S)N(c2ccc(F)cc2)C2(CCCCC2)NC1=O	-5	5	1.9	1.0	6.9	1	681	-0.23	-0.29	-0.011	-0.29	i	14	i	0.8	1015	0.52	1680	-6%
O=C(COC(=O)c1cnccn1)NCc1ccc2c(c1)OCO2	-10	12	3.4	2.1	6.4	-29	672	-0.46	-0.36	0.11	0.54	i	4	i	-2.2	1096	-0.55	1319	15%
O=C(NC(c1ccccc1)C(Cl)(Cl)Cl)c1ccccc1 (stereo not drawn)	12	-26	2.1	1.9	5.1	2	722	-0.52	-0.31	-0.56	0.56	i	5	i	0.7	555	0.02	1359	-1%
Cc1nn(-c2ccccc2)c(C)c1-c1cc(C(=O)N/N=C/c2ccc(O)cc2)[nH]n1	.	.	.	.	.	-2	636	0.048	-0.22	-0.16	-0.31	.	.	i	3.2	1093	.	.	14%
O=C1C(=Cc2cccn2-c2ccc(O)cc2)C(=O)c2ccccc21	-1	-4	2.7	2.4	10	.	.	1.4	1.4	0.89	-2.3	+	7.9*	.	.	.	.	.	-8%
Cn1c(=O)c2c(nc(N3CCN(Cc4ccccc4)CC3)n2CCSc2ncccn2)n(C)c1=O	15	-1	.	.	.	-6	676	.	.	.	.	.	.	.	3.1	916	-0.4	1247	-4%
C=CCn1c(Cc2ccc(OC)cc2)nnc1SCC(=O)c1cccc([N+](=O)[O-])c1	-13	2	2.7	1.5	2.4	.	.	0.31	-0.15	0.68	0.4	i	-19	i	.	.	-0.26	1375	17%
CC(C)NC(=O)CSc1nnc(-c2ccc(C(C)(C)C)cc2)n1C	8	10	2.3	3.8	21	-14	707	0.26	-0.28	0.49	0.88	i	-4	i	-2.2	1184	-0.57	1047	-5%
Cc1cc(NC(=O)c2ccccc2-c2ccccc2C(=O)O)no1	6	-1	3.9	1.7	9.9	2	677	-0.67	-0.079	0.25	0.64	i	-41	i	4.4	530	-0.02	1277	9%
O=C(Cc1c(O)c2ccccc2[nH]c1=O)N(Cc1ccccc1)Cc1ccccc1	46	17	3.1	0.9	3.8	.	.	1.1	-0.2	0.84	-0.25	i	-28	i	0.5	800	-0.6	1443	22%
COC(=O)c1cc(NC(=O)CC2SC(=Nc3ccccc3)N(CCc3c[nH]c4ccccc34)C2=O)cc(C(=O)OC)c1 (stereo not drawn)	8	-11	2.6	1.3	9.5	.	.	-0.74	-0.19	0.23	-0.45	i	-24	i	2.9	1487	-1.4	1188	8%
O=C(O)Cn1c(-c2cscn2)nc2ccccc21	-2	-4	1.3	1.6	0.3	.	.	-0.4	-0.2	0.11	0.19	.	.	i	-7.8	1010	0.41	1131	3%
Nc1ccnc(C(F)(F)F)c1C(=O)c1ccccc1	6	9	1.6	1.3	5.5	.	.	-1.2	-0.21	-0.41	1.8	i	7	i	3.4	1382	-0.08	1515	29%
COCCNC(=O)C(c1cccnc1)N(Cc1ccc(C)cc1)C(=O)Cn1nnc2ccccc21 (stereo not drawn)	-11	-5	2.0	3.0	4.4	-1	679	1.7	-0.1	0.67	-1.6	i	8	i	-0.1	1569	.	.	-4%
COc1ccc(CN2C(=O)c3ccccc3C2C(=O)NCC2CCCO2)c(OC)c1 (stereo not drawn)	-10	-2	7.0	2.0	8.5	.	.	1.2	-0.037	1.6	-0.86	i	-5	i	0.5	1419	0.41	1282	3%
